RT RNaseH block – blocks HIV-1 RNase H cleavage of RNA/DNA duplex | P04585 | RT-RNase H RNA/DNA duplex cleavage, fluorescence | inhibition, % at 10 µM | 65,000 tested, 1.9% active | AID 565; in the data active = inhibition above about 50%
RmlCD inh mix – mixture blocks RmlC and RmlD coupled enzyme activity; RmlC/RmlD coupled enzyme inhibition, 384-well mixture HTS; inhibition, % at 5.5 µM; 110,000 tested, 0.39% active; AID 1532; in the data active = inhibition above about 30%, passing the limit was not always enough; also: strong numbers were not always called active
Active calls of the source: *; nt = not tested or not shown.

| molecule | RT RNaseH block | RmlCD inh mix |
| --- | --- | --- |
| COc1cc(C(=O)NCc2cn3cccc(C)c3n2)cc(OC)c1OC | -14 | -11 |
| Cc1ccc(Oc2nn[nH]n2)cc1 | nt | -21 |
| Cc1c(CCC(=O)O)c(=O)oc2cc3occ(-c4ccc(F)cc4)c3cc12 | -27 | -6 |
| Cc1ccc(Cn2c(C(C)Nc3nc(-c4ccc(Cl)cc4)cs3)nc3cc(C(=O)NCCCO)ccc32)cc1 (stereo not given) | nt | 2 |
| CN(C)c1ccnc(Oc2ccccc2)c1C#N | nt | -105 |
| CCCn1c(SCC(=O)N2CCCC2)nc2c1c(=O)n(C)c(=O)n2C | 2 | 13 |
| Cc1ccc(CNc2nc3ccccc3s2)s1 | -10 | 8 |
| CCC1=C[C@H]2CN(C1)Cc1c([nH]c3ccccc13)[C@@](C(=O)OC)(c1cc3c(cc1OC)N(C)[C@H]1[C@@](O)(C(=O)OC)[C@H](OC(C)=O)[C@]4(CC)C=CCN5CC[C@]31[C@@H]54)C2 | nt | -8 |
| Cn1cc(S(=O)(=O)CC(=O)Nc2ccc3c(c2)OCO3)c2ccccc21 | nt | 4 |
| O=C(CN1CCCc2ccccc21)NCc1ccc2c(c1)OCO2 | -10 | -20 |
| CCCCOC(=O)C1=C(C)Nc2nnnn2C1c1ccccc1Cl (stereo not given) | nt | -6 |
| COc1ccc(OC)c(CN(CCCN2CCOCC2)C(=O)Nc2ccccc2)c1 | nt | -9 |
| c1cncc(-c2noc(-c3ccco3)n2)c1 | -22 | -6 |
| CCn1c(C)c(/C=N/Nc2nc3ccccc3s2)c2ccccc21 | nt | -5 |
| Cc1ccc(S(=O)(=O)N2CCCCC2)cc1C(=O)Nc1ccc(N2CCOCC2)cc1 | nt | -16 |
| O=C(c1ccc(S(=O)(=O)N2CCOCC2)cc1)N1CCN(c2ccccc2)CC1 | 1 | -1 |
| C=CCn1c(=O)c(C(=O)Nc2ccccc2O)c(O)c2ccccc21 | -10 | -23 |
| CC[n+]1c(/C=C/C=C/N(C(C)=O)c2ccccc2)sc2ccccc21 | nt | -10 |
| O=C(C1CCC(=O)N1C1CCCCC1)N1CCC2(CC1)OCCO2 (stereo not given) | -25 | nt |
| c1nc2sc3c(c2c2nnnn12)CCCC3 | -28 | 8 |
| Cc1ccc(C2C(=O)N(C3CCCC3)CC(=O)N2C2CCCCC2)cc1 (stereo not given) | nt | 1 |
| CCOC(=O)Cn1nc(-c2ccc(C)cc2)ccc1=O | -8 | -2 |
| Cc1cc(C(=O)Nc2ccc(C(=O)O)cc2)c(-c2ccccc2)o1 | 8 | -11 |
| Cc1ccc(NC(=O)CSC2=C(C#N)C(c3ccc4c(c3)OCO4)CC(=O)N2)cc1C (stereo not given) | 15 | 5 |
| NC(=O)c1cc(N2C(=O)C3CC=CCC3C2=O)ccc1N1CCCCC1 (stereo not given) | -2 | 2 |
| CCCn1c(N2CCN(S(=O)(=O)Cc3ccccc3)CC2)nc2ccccc21 | 2 | -4 |
| CCN(CC)c1ccc(C(=O)Nc2cccc(F)c2)cc1 | 6 | -4 |
| Oc1ccc(C2NCc3ccccc3-n3cccc32)cc1Cl (stereo not given) | -9 | 5 |
| COCCn1c(C2CCCCC2)nc2sc3ccccc3c(=O)c2c1=O | 0 | -10 |
| COc1ccc(-c2oc3ccc(-c4ccc5c(c4)OCO5)cc3c2C#CC2(O)CCCCC2)cc1 | nt | -165 |
| O=C(CCCn1c(=S)[nH]c2ccccc2c1=O)NC1CCCC1 | 9 | 8 |
| Cc1ccccc1Cn1nc(C)c(NC(=O)c2cc3nc(-c4ccco4)cc(C(F)(F)F)n3n2)c1C | 6 | -10 |
| CC(C)c1ccc(-c2cc(C(=O)N3N=C(C(F)F)CC3(O)C(F)F)c3ccccc3n2)cc1 (stereo not given) | nt | -36 |
| COc1cccc(N2C(=O)C(CC(=O)Nc3ccccc3)N(C3CCCCC3)C2=O)c1 (stereo not given) | -7 | -9 |
| CCn1c(SCC(=O)Nc2ccc3c(c2)OCCO3)nc2c(c1=O)SC(C)C2 (stereo not given) | -11 | nt |
| O=C(NCc1cccnc1)C(=O)NCC1OCCN1S(=O)(=O)c1ccc(Cl)cc1 (stereo not given) | nt | -8 |
| Cc1ccccc1Cn1nc(C)c(NC(=O)c2noc3c2CCCC3)c1C | 0 | 0 |
| CCCCC1CC(CSC(=N)N)OC1=O (stereo not given) | nt | -13 |
| O=C(Nc1ccc(Br)c(Cl)c1)C1CC1 | -29 | 16 |
| CC(C)CNS(=O)(=O)c1ccc(CCC(=O)NCc2ccco2)cc1 | 7 | 13 |
| O=[N+]([O-])c1cccc(C(=Nc2cccc(Cl)c2)NO)c1 | nt | -4 |
| CC1(C)CC(=O)C2=C(C1)OC1=C(C(=O)CC(C)(C)C1)C2c1ccccc1 | nt | -11 |
| CN(Cc1ccccc1)C(=O)CCC(=O)N(C)Cc1ccccc1 | -19 | -10 |
| Cc1ccccc1CN1CCNC(=O)C1CC(=O)O (stereo not given) | -5 | 12 |
| CCSc1ncnc2sc3c(c12)CCC3 | nt | 2 |
| Nc1nc2ccc(S(=O)(=O)c3ccc4nc(N)sc4c3)cc2s1 | -76 | 2 |
| COc1ccc(S(=O)(=O)N(CC(=O)Nc2cc(C)on2)Cc2ccccc2)cc1 | 2 | -5 |
| COC(=O)c1cccc(C(=O)Nc2ccc(F)cc2)n1 | nt | 12 |
| CC(CC(=O)NCc1cccnc1)c1ccccc1 (stereo not given) | nt | -7 |
| Cc1cccc(N2C(=O)C3C(c4ccccc4)OC4(C(=O)c5ccccc5C4=O)C3C2=O)c1 (stereo not given) | nt | 25 |
| COc1ccccc1CN(C(=O)Cc1cccs1)C(C(=O)NC1CCCC1)c1ccncc1 (stereo not given) | nt | 17 |
| CCOC(=O)c1[nH]c(=O)[nH]c1CSCCO | 3 | 3 |
| CN1C(=O)/C(=C2/C=CC=CN2C)OC1=S | 12 | 0 |
| Cc1nc2ncnn2c(C)c1Cc1c(Cl)cccc1Cl | nt | -5 |
| Cc1sc2ncn(CC(=O)NCCc3ccccc3)c(=O)c2c1C | nt | 3 |
| COC(=O)c1sc(S(=O)(=O)NCc2cccs2)c(C(=O)OC)c1C | -25 | 4 |
| CCc1nnc(NC(=O)CSc2nccn2-c2ccccc2)s1 | -18 | nt |
| CCN(C)c1ccc(/C=N\n2nnnc2N)cc1 | -15 | 71* |
| Cc1c(CN(C)C(=O)c2sc3cc(Cl)ccc3c2Cl)cnn1C | nt | 7 |
| O/N=C/c1cc(Br)ccc1OCc1cccc(F)c1 | nt | 4 |

The list continues.
| molecule | RT RNaseH block | RmlCD inh mix |
| --- | --- | --- |
| O=C(NCCNS(=O)(=O)c1ccccc1)N1CCOCC1 | nt | -9 |
| COC(=O)c1ccc(CN(c2ccc(C)cc2)S(=O)(=O)c2ccc3c(c2)OCCO3)o1 | -19 | 6 |
| CCCN1C=CC(=C2C(=O)c3ccccc3C2=O)C=C1 | -4 | 11 |
| O=C(CSc1nc2ccccc2o1)N1CCN(c2ccc(Cl)cc2)CC1 | 32 | 4 |
| Cc1cccc(-c2noc(CN(C(=O)C34CC5CC(CC(C5)C3)C4)C(C)C)n2)c1 | 4 | 3 |
| Cc1cc(C)nc(SCc2n[nH]c(=S)n2C)n1 | -5 | 13 |
| CCC(C(=O)Nc1nnc(-c2ccco2)s1)c1ccccc1 (stereo not given) | 27 | -9 |
| CC1(OC(=O)C2CCCC2)C(=O)C=C2C=C(c3ccsc3)N(C3CCCC3)C=C2C1=O (stereo not given) | nt | 8 |
| COC(=O)/C(C#N)=C1/C=Cc2ccccc2N1C | nt | 9 |
| FC(F)Sc1ccc(NC(=S)NC2CCC(NC(=S)Nc3ccc(SC(F)F)cc3)CC2)cc1 (stereo not given) | nt | 1 |
| Cc1cccc(-n2c(SCC(=O)N3CCCC3)nc3n[nH]c(C)c3c2=N)c1 | nt | 3 |
| Cc1cccc(-n2ncc3c(NCCN4CCOCC4)ncnc32)c1 | 1 | -11 |
| CN(O)/C=c1/ccc2c(n1)C(=O)C=CC=2 | 29 | -2 |
| CCCCn1c(=NC(=O)c2ccco2)c(C(=O)OCC)cc2c(=O)n3ccccc3nc21 | 4 | 3 |
| NS(=O)(=O)c1ccc(Nc2nc(-c3ccc4ccccc4c3)cs2)cc1 | nt | -21 |
| CC(C)Nc1nc(NC(C)C)nc(N(C#N)CCOc2ccc(Cl)cc2Cl)n1 | nt | -12 |
| Cc1cc(C)nc(N2CCCC(C(=O)NC(C)CCc3ccco3)C2)n1 (stereo not given) | -8 | -1 |
| CNc1ccc(Br)cc(C(=O)/C=C/c2cc(OC)ccc2OC)c1=O | nt | 2 |
| N#Cc1nc(COc2ccc(F)cc2)oc1NCCN1CCOCC1 | -10 | 3 |
| CCN(C(=O)COc1ncnc2ccc(Br)cc12)C1CCS(=O)(=O)C1 (stereo not given) | 0 | 1 |
| CN1CCN(C(=O)C2=C[C@@H](c3coc4ccccc4c3=O)C[C@@H](OCCCCO)O2)CC1 | nt | 8 |
| COc1ccc(OC)c(NC(=S)NCc2ccco2)c1 | nt | 4 |
| Cc1ccc(CN(C#N)c2nc(C)cc(C)n2)cc1 | nt | -10 |
| COc1ccc(C(=O)N[C@H]2COC(C)(C)O[C@H]2c2ccccc2)cc1 | -2 | -15 |
| c1cc(CSc2nnc(-c3ccc4c(c3)OCO4)o2)ccn1 | 8 | 2 |
| O=C(NC1CCCCC1)C(c1ccc(F)cc1)N(C(=O)Cc1ccsc1)c1ccc(F)cc1 (stereo not given) | nt | 23 |
| CC(C)C(=O)c1cn(CC(=O)NCC2CCCO2)c2ccccc12 (stereo not given) | 16 | -12 |
| CC(=O)c1cn(CC(=O)Nc2ccc(C)cc2)c2ccccc12 | nt | -15 |
| CCc1nc2oc3cc(OC)ccc3c(=O)c2c(=O)n1Cc1ccccc1 | nt | -12 |
| Cc1ccc(C23CC4CC(CC(C(=O)N5CCOCC5)(C4)C2)C3)cc1 | nt | -8 |
| O=C(Nc1ccccc1N1CCCC1)c1ccc(Br)o1 | -73 | -17 |
| C#CC[N+](C)(C)C(C#Cc1ccccc1)CC=C (stereo not given) | nt | -1 |
| O=C(CSc1nc(Nc2ccccc2)nc(N2CCOCC2)n1)N1CCCC1 | -6 | -10 |
| Clc1cccc(CSc2nc3ccncc3[nH]2)c1 | nt | -4 |
| CC(=NCCN1CCN(C(=S)Nc2ccccc2)CC1)C1=C(O)CC(C)(C)CC1=O | nt | 14 |
| NS(=O)(=O)c1ccc(CCNC(=O)c2cncc(Br)c2)cc1 | 1 | 9 |
| N#Cc1nc(-c2ccccc2Cl)oc1NCC1CCCO1 (stereo not given) | -51 | -44 |
| COc1cccc(-c2nc(CS(=O)(=O)CC(=O)Nc3c(C)cccc3C)c(C)o2)c1 | -2 | -11 |
| CC(=O)[C@H]1[C@H](C#N)C[C@H]2[C@@H]3CC=C4C[C@@H](O)CC[C@]4(C)[C@H]3CC[C@@]21C | -4 | 7 |
| O=S(=O)(/N=C(\c1ccccc1)N1CCOCC1)c1cccs1 | -1 | -109 |
| COc1cc(C)c2c(c1C=O)Oc1c(c(C)c(O)c3c1C(O)OC3=O)OC2=O (stereo not given) | nt | -12 |
| CCCNC(=O)C1(CC2CC(c3ccccc3)=NO2)CCN(C(=O)CCCCCBr)CC1 (stereo not given) | nt | -32 |
| O=c1cc[nH]c2c(C(F)(F)F)cccc12 | -11 | 2 |
| N#C/C(=N\Nc1ccccc1F)C(=N)N1CCCCC1 | nt | -8 |
| CC(C)(C)NC(=O)C(c1ccco1)N(C(=O)Cn1nnc(-c2ccc(F)cc2)n1)c1ccccc1F (stereo not given) | 12 | -12 |
| CC(=O)OC1(C(F)(F)F)Oc2ccccc2NC1=O (stereo not given) | -22 | 4 |
| O=c1c2c3nc4ccccc4nc3n(CC3CCCO3)c2ncn1CCc1ccccc1 (stereo not given) | 7 | 15 |
| CC1(C)CC(=O)C2=C(C1)N(c1ccc(F)cc1)C(=O)NC2(C(F)(F)F)C(F)(F)F | nt | 8 |
| Cc1nc2nc[nH]n2c(=O)c1NC(=O)CCc1ccccc1 | 1 | -28 |
| C=CCn1c(Cc2nc3ccccc3[nH]2)n[nH]c1=S | 50 | 10 |
| COC(=O)C1=C(c2ccccc2)C[C@@H]2CC[C@H]1N2C(=O)NC(C)C | nt | 0 |

Of the compounds above, these have fluorine.
| molecule | RT RNaseH block | RmlCD inh mix |
| --- | --- | --- |
| Cc1c(CCC(=O)O)c(=O)oc2cc3occ(-c4ccc(F)cc4)c3cc12 | -27 | -6 |
| CCN(CC)c1ccc(C(=O)Nc2cccc(F)c2)cc1 | 6 | -4 |
| Cc1ccccc1Cn1nc(C)c(NC(=O)c2cc3nc(-c4ccco4)cc(C(F)(F)F)n3n2)c1C | 6 | -10 |
| CC(C)c1ccc(-c2cc(C(=O)N3N=C(C(F)F)CC3(O)C(F)F)c3ccccc3n2)cc1 (stereo not given) | nt | -36 |
| COC(=O)c1cccc(C(=O)Nc2ccc(F)cc2)n1 | nt | 12 |
| O/N=C/c1cc(Br)ccc1OCc1cccc(F)c1 | nt | 4 |
| FC(F)Sc1ccc(NC(=S)NC2CCC(NC(=S)Nc3ccc(SC(F)F)cc3)CC2)cc1 (stereo not given) | nt | 1 |
| N#Cc1nc(COc2ccc(F)cc2)oc1NCCN1CCOCC1 | -10 | 3 |
| O=C(NC1CCCCC1)C(c1ccc(F)cc1)N(C(=O)Cc1ccsc1)c1ccc(F)cc1 (stereo not given) | nt | 23 |
| O=c1cc[nH]c2c(C(F)(F)F)cccc12 | -11 | 2 |
| N#C/C(=N\Nc1ccccc1F)C(=N)N1CCCCC1 | nt | -8 |
| CC(C)(C)NC(=O)C(c1ccco1)N(C(=O)Cn1nnc(-c2ccc(F)cc2)n1)c1ccccc1F (stereo not given) | 12 | -12 |
| CC(=O)OC1(C(F)(F)F)Oc2ccccc2NC1=O (stereo not given) | -22 | 4 |
| CC1(C)CC(=O)C2=C(C1)N(c1ccc(F)cc1)C(=O)NC2(C(F)(F)F)C(F)(F)F | nt | 8 |

Screening data (PubChem)

A portion of the library; count on the stated rates, not on these rows.
